NadD block: inhibitors of Staphylococcus aureus NadD; AID 602399; purified NadD enzyme, colorimetric absorbance read-out; inhibition, % at 20 µM; 360,000 tested, 0.78% active; in the data active = inhibition above about 26%; also: some compounds past the cut are filed as inactive
LMPTP block: LMPTP (human) inhibition. recombinant LMPTP-A, OMFP fluorogenic substrate, fluorescence intensity. 360,000 tested, 0.22% active. inhibition, % at 20 µM;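 active = compounds that cut the enzyme signal by at least half of the control window in the single-dose screen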;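 also: plate controls were DMSO wells with enzyme plus substrate for no effect and substrate without enzyme for full effect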
Target sequence (P24666 whole entry, looked up): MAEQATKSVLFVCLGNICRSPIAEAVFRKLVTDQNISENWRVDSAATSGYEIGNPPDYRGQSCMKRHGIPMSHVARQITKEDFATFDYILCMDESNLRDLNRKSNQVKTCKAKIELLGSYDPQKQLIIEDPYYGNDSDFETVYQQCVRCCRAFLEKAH
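Test system – LMPTP-A phosphatase enzyme · Quantity – 0.625 nM LMPTP-A final · Reagent – OMFP substrate, 400 µM final · Dosing – one test concentration per compound, 20 µM, with 3% DMSO overall · Timing – 50 min enzyme reaction at room temperature, protected from light · Detection – fluorescence intensity · Controls – substrate-only low control, DMSO enzyme-plus-substrate high control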
SUMO1 PPI mod: alters human SUMO1 binding to SIM partners; P63165; SUMO1 binding to a labelled peptide, TR-FRET, 1 h; inhibition, % at 20 µM; 360,000 tested, 0.33% active; AID 602429; in the data active = inhibition above about 37%
Target sequence (P63165 whole entry, looked up): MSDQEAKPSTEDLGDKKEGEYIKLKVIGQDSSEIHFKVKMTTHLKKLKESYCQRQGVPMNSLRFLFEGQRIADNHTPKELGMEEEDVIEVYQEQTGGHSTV
Rpn11 block: inhibitors of human proteasome Rpn11 | human 26S proteasome, Ub4-pepOG fluorescence polarization; 20S core pre-blocked with epoxomicin | 360,000 tested, 0.59% active | O00487 | calls only at 20 µM | AID 588493;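 active = inhibition at 20 µM, scaled to each plate's controls, above about 33%, limit read from the data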
Target sequence (O00487 whole entry, looked up): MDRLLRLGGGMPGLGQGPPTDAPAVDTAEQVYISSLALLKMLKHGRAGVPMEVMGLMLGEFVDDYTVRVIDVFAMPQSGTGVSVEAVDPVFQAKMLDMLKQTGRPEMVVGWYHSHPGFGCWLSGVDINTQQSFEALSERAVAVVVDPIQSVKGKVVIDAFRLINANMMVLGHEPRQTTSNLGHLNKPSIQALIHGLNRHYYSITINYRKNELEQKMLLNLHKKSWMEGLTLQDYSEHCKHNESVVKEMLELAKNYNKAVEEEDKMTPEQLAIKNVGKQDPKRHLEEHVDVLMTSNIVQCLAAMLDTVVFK
Neddyl block: blocks human cullin neddylation; P61081+Q13564; TR-FRET cullin neddylation, biochemical; calls only at 25 µM; 360,000 tested, 0.58% active; AID 651699; in the data active = inhibition above about 36%
CSN deneddyl inh: inhibitors of human CSN-mediated cullin deneddylation; Purified CSN, SCF-Nedd8-OG deneddylation, fluorescence polarization; inhibition, % at 12.5 µM; 360,000 tested, 0.38% active; AID 651999;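 active = pattern-corrected inhibition above about 35%, with an unprinted fluorescence ratio check between 0.5 and 1.5, limit read from the data, passing the limit was not always enough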;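 also: 0% = enzyme with substrate and 100% = substrate without enzyme; some results filed as inactive read as strong as hits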
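Test system: purified human Csn5 enzyme expressed in HEK293T cells. Amount: 0.24 nM enzyme. Reagent: SCFSkp2-Nedd8OG substrate at 10 nM final. Schedule: 90 min incubation of compound, enzyme and substrate at room temperature. Detection: fluorescence polarization. Read-out: % inhibition of substrate cleavage by Csn5.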
Rin1 Abl inh: human Rin1-Abl interaction inhibition. TR-FRET Rin1/Abl binding, biochemical. AID 588664. 360,000 tested, 0.4% active. inhibition, % at 7.35 µM. P00519+Q13671; in the data active = inhibition above about 5%, passing the limit was not always enough
DNMT1 block: inhibitors of human DNMT1 | P26358 | DNMT1 molecular beacon, Hinp1I cleavage, fluorescence | inhibition (reported as % activation of signal), % at 10 µM | 360,000 tested, 0.83% active | AID 588458; in the data active = inhibition above about 50%
STEP inh: STEP (human) phosphatase inhibition. AID 588621. 360,000 tested, 0.25% active. recombinant STEP, OMFP fluorogenic substrate, fluorescence. P54829. inhibition, % at 20 µM;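 active = inhibition at 20 µM, scaled per plate between control wells, above about 37%, limit read from the data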;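 also: 0% = DMSO with enzyme and substrate and 100% = substrate only without enzyme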
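System: STEP (striatal-enriched tyrosine phosphatase) enzyme, cell-free; medium: Bis-Tris pH 6.0 buffer with DTT, detergent; dosing: 20 µM, 1% DMSO; times: reaction 20 min, ambient temperature; detection: fluorescence, 480/540 nm; read-out basis: normalized % inhibition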
Scp-1 inhibitor: blocks human Scp-1 phosphatase activity; inhibition, % at 20 µM; Recombinant Scp1, phosphopeptide, malachite green phosphate absorbance; Q9GZU7; 340,000 tested, 0.88% active; AID 493091;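 active = inhibition above about 50% at 20 µM, limit read from the data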;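 also: plate controls were DMSO wells with enzyme for no effect and wells lacking enzyme for full effect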
Target sequence (Q9GZU7 76-261 limits assumed): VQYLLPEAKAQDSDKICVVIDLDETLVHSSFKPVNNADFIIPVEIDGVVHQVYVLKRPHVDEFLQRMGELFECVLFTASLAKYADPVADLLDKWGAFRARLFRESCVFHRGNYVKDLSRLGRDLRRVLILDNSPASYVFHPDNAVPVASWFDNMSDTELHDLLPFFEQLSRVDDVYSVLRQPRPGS
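Assay system: SCP-1 catalytic fragment, aa 76-261 | Buffer or medium: Tris acetate buffer pH 5.5 with MgCl2 and Tween-20 | Compound: One concentration, 20 µM, with 1.0% DMSO | Also added: Phospho 17-mer peptide substrate | Signal: Absorbance at 630 nm | Incubation: 45 min enzyme reaction at room temperature | Measure: % inhibition of SCP-1 phosphate liberation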
* = called active by the depositor; i = inactive; · = not tested or not shown; + = active, no number. The order is random. About 3.8% of those tested had a hit in this group.

Molecule | NadD block | LMPTP block | SUMO1 PPI mod | Rpn11 block | Neddyl block | CSN deneddyl inh | Rin1 Abl inh | DNMT1 block | STEP inh | Scp-1 inhibitor
COc1cc(O)c(C(CC(=O)N2CCOCC2)c2ccc3c(c2)OCO3)c(OC)c1 (centres undefined) | -4 | -0.3 | 7 | i | i | -4 | 4 | -1 | -1 | -2
COc1ccc(CN2C[C@H]3CON(C)[C@H]3C[C@H]2c2ccc(-c3ccccc3)cc2)cc1 | -2 | 3.3 | 5 | i | i | 1 | 2 | -20 | 4 | ·
COc1ccc(CNC(=O)C/C(C)=N/NC(=O)c2ccc([N+](=O)[O-])cc2Cl)cc1 | 4 | 1.5 | -17 | i | i | -15 | 3 | -4 | 1 | 9
COC1=C/C(=C/c2c(O)c(C#N)c3ccccn23)C=CC1=O | 1 | 1.8 | -13 | i | + | 1 | 5 | -1 | -2 | 3
CCN(CC(=O)Nc1ccc(NC(C)=O)cc1)C(=O)COc1ccccc1-c1ccccc1 | 3 | -0.8 | 1 | i | i | 4 | 0 | 1 | -2 | -4
O=C(COc1ccc(F)cc1)c1c(O)cc(O)cc1O | -5 | 0.0 | -1 | i | i | 0 | -2 | -12 | -1 | -6
O=S(=O)(Cc1ccccc1)Nn1cnnc1 | 23 | 5.2 | 60* | i | i | -5 | -1 | -2 | 0 | -6
O=C(CN1CCC(NC(=O)c2ccco2)CC1)Nc1ccccc1C(F)(F)F | -4 | 0.8 | -4 | i | i | -2 | 2 | 2 | -2 | 3
CC(/C=C/c1ccccc1)=N\NC(=O)CCc1ccccc1 | -5 | 0.0 | -11 | i | i | 1 | -3 | 0 | -1 | -5
O=C(Nc1ccc(S(=O)(=O)N2CCOCC2)cc1)C1CCN(S(=O)(=O)c2ccc(F)cc2)CC1 | -3 | 0.1 | -1 | i | i | -2 | 0 | -3 | 0 | -7
S=c1[nH]nc(-c2ccco2)n1C1CCCCC1 | -3 | -1.3 | 1 | i | i | -7 | -3 | 5 | -2 | 1
Cc1ccc(C(=O)COC(=O)c2ccc3c(c2)C(=O)N(c2cccc4ncccc24)C3=O)cc1C | 19 | 39 | -7 | i | i | -2 | -6 | 42 | 3 | 6
O=C(Nc1ccccc1F)c1oc2ccccc2c1NC(=O)C1CC1 | -4 | -1.4 | -3 | i | i | -4 | 2 | 1 | -1 | 13
CCOC(=O)CNc1ncc(C(F)(F)F)cc1Cl | 1 | -0.8 | 4 | i | i | -3 | -2 | -2 | -3 | -8
CCCOc1ccc(CSC2=NCCN2)cc1[N+](=O)[O-] | 0 | -1.5 | 1 | i | i | -3 | -2 | 2 | -1 | 1

Already shown: entries from further up.
Molecule | NadD block | LMPTP block | SUMO1 PPI mod | Rpn11 block | Neddyl block | CSN deneddyl inh | Rin1 Abl inh | DNMT1 block | STEP inh | Scp-1 inhibitor
O=C(COc1ccc(F)cc1)c1c(O)cc(O)cc1O | -5 | 0.0 | -1 | i | i | 0 | -2 | -12 | -1 | -6
O=S(=O)(Cc1ccccc1)Nn1cnnc1 | 23 | 5.2 | 60* | i | i | -5 | -1 | -2 | 0 | -6
O=C(CN1CCC(NC(=O)c2ccco2)CC1)Nc1ccccc1C(F)(F)F | -4 | 0.8 | -4 | i | i | -2 | 2 | 2 | -2 | 3
CC(/C=C/c1ccccc1)=N\NC(=O)CCc1ccccc1 | -5 | 0.0 | -11 | i | i | 1 | -3 | 0 | -1 | -5
O=C(Nc1ccc(S(=O)(=O)N2CCOCC2)cc1)C1CCN(S(=O)(=O)c2ccc(F)cc2)CC1 | -3 | 0.1 | -1 | i | i | -2 | 0 | -3 | 0 | -7
S=c1[nH]nc(-c2ccco2)n1C1CCCCC1 | -3 | -1.3 | 1 | i | i | -7 | -3 | 5 | -2 | 1
Cc1ccc(C(=O)COC(=O)c2ccc3c(c2)C(=O)N(c2cccc4ncccc24)C3=O)cc1C | 19 | 39 | -7 | i | i | -2 | -6 | 42 | 3 | 6
O=C(Nc1ccccc1F)c1oc2ccccc2c1NC(=O)C1CC1 | -4 | -1.4 | -3 | i | i | -4 | 2 | 1 | -1 | 13
CCOC(=O)CNc1ncc(C(F)(F)F)cc1Cl | 1 | -0.8 | 4 | i | i | -3 | -2 | -2 | -3 | -8
CCCOc1ccc(CSC2=NCCN2)cc1[N+](=O)[O-] | 0 | -1.5 | 1 | i | i | -3 | -2 | 2 | -1 | 1

(further entries)
Molecule | NadD block | LMPTP block | SUMO1 PPI mod | Rpn11 block | Neddyl block | CSN deneddyl inh | Rin1 Abl inh | DNMT1 block | STEP inh | Scp-1 inhibitor
O=C(Cn1cnc2sc3c(c2c1=O)CCCC3)NCC(=O)Nc1ccccc1F | 4 | -0.1 | -6 | i | i | -4 | -2 | -2 | -1 | -4
OC1CN=C2Sc3ccccc3N2C1 (centres undefined) | -3 | 6.0 | -1 | i | i | -6 | 1 | 2 | 1 | 3
CCc1ccc(NC(=O)c2cccnc2)cc1 | -4 | -0.6 | 13 | i | i | -3 | -5 | -3 | 1 | -8
COC(=O)c1cccc(NC(=O)c2nn(C)c(=O)c3ccccc23)c1 | -4 | -1.1 | -11 | i | i | -4 | -5 | -5 | 1 | -6
COC(=O)[C@@]12C[C@@H](CC(=O)NCc3cccs3)C(=O)N(Cc3ccc4c(c3)OCO4)C1=CCC(C)(C)C2 | · | 1.4 | 4 | · | i | 2 | · | · | · | ·
Cc1cccc(OCC(=O)Nc2ccc3c(c2)nc(CCN2CCCCC2)n3C)c1 | -5 | 4.8 | -8 | i | i | 5 | -1 | -2 | 1 | -7
COc1ccc(C(CNC(=O)c2cccc(S(=O)(=O)Nc3ccccc3Cl)c2)N2CCOCC2)cc1 (centres undefined) | 29 | 3.0 | 9 | i | i | 3 | 1 | -26 | -1 | -1
Cc1cccc(-c2ccc3ncnc(NCc4cccs4)c3c2)c1 | -1 | 2.6 | -1 | i | i | 0 | 3 | -5 | 4 | 6
Cc1ccccc1-c1n[nH]c(=S)n1Cc1ccccc1 | 1 | -1.2 | -4 | i | i | 3 | 6 | 1 | 1 | 4
COc1cccc(OC)c1C(=O)N1CCN(Cc2cccnc2)CC1 | 1 | -2.8 | 3 | i | i | -2 | -2 | -2 | 3 | 0
Cc1ccc(-c2cnc3c(Nc4cccc(OC(F)(F)C(F)F)c4)nccn23)cc1 | 5 | 4.2 | 1 | i | i | 2 | -2 | -6 | -1 | ·
CCOc1ccccc1NC(=O)Nn1cnnc1 | -1 | -0.6 | -3 | i | i | 1 | -1 | 0 | 0 | -4
CCN1CCN(CC(=O)Nc2cc(C(F)(F)F)ccc2OCCOC)CC1 | -2 | -2.2 | 2 | i | i | 6 | 2 | -1 | 1 | -9
Cc1ccc(S(=O)(=O)N(C)C)cc1NC(=O)c1ccncc1 | 1 | 0.8 | -2 | i | i | 8 | -1 | -5 | -4 | -1
O=C(O)c1cccc(CSc2nc(-c3ccccc3)cc(C(F)(F)F)n2)c1 | 4 | -0.5 | 7 | i | i | 3 | 1 | -3 | -1 | -9

Continuation.
Molecule | NadD block | LMPTP block | SUMO1 PPI mod | Rpn11 block | Neddyl block | CSN deneddyl inh | Rin1 Abl inh | DNMT1 block | STEP inh | Scp-1 inhibitor
CC(=O)Nc1ccc(S(=O)(=O)NCc2ccc(C(=O)N3CCOCC3)cc2)cc1 | 0 | -0.6 | 3 | i | i | 2 | -3 | 3 | -1 | -2
O=S(=O)(/N=C/N1CCOCC1)c1ccc(Cl)cc1 | 7 | -1.3 | 6 | i | i | -1 | 4 | 10 | -5 | -6
CC(=O)Nc1ccc(S(=O)(=O)N(C)CC(=O)OCC(=O)N(CC(C)C)C2CCS(=O)(=O)C2)cc1 (centres undefined) | -3 | -0.8 | 5 | i | i | -3 | -2 | 0 | -2 | -2
COc1ccc(C(=O)N/C(=C\c2cccc3ccccc23)C(=O)N2CCN(C)CC2)cc1OC | -2 | -0.8 | -6 | i | i | 4 | 2 | -5 | -3 | -7
Cc1sc2ncnc(N3CCCC(C)C3)c2c1C (centres undefined) | -2 | 1.0 | 4 | i | i | -3 | 0 | 6 | 3 | -4
CC(C(=O)O)n1nc(-c2ccccc2)c2ccccc21 (centres undefined) | 0 | -1.2 | 5 | i | i | 0 | -2 | -1 | 0 | 8
Cc1onc(-c2ccccc2Cl)c1C(=O)O/N=C(\N)c1ccc([N+](=O)[O-])o1 | -29 | 1.4 | -14 | i | i | 3 | 4 | 3 | -2 | -11
CC[C@@H]1C(c2ccccc2)=NN(c2ccc(Br)cc2)[C@H]1C(=O)N1CCOC1=O | 0 | 3.9 | -2 | i | · | -5 | -5 | 3 | -1 | -4
CN(C)c1ccc(CN2CCC(C(=O)NC(c3ccc(Cl)cc3)c3cnccn3)CC2)cc1 (centres undefined) | -3 | 0.3 | 3 | i | i | -2 | 2 | 3 | 1 | ·
Cc1nn(CC(=O)NC2CCS(=O)(=O)C2)c(C)c1S(=O)(=O)N(C)C (centres undefined) | -4 | 0.4 | 5 | i | i | -2 | 0 | 4 | -2 | -2

Screening data: PubChem, several laboratories
